Bioassay records as filed in PubChem BioAssay.
IMPase cell inh – membrane-permeable compound that blocks inositol monophosphatase. inhibition (IP1 accumulation), % at 46.1 µM. 120,000 tested, under 10 active. CHO-M1 cells, IP1 accumulation, HTRF TR-FRET ratio. P97697. AID 901; active = well fitted curve in the direction sought with a large enough effect in the signal ratio, not every such curve was filed as active; inconclusive = small, poorly fitted or top-dose-only effect, or a change in a side signal; inactive = no such curve, though single readings can be large or run the other way; the % refers to the signal ratio;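 also: cells stimulated with carbachol in lithium chloride buffer; plate controls were DMSO basal wells for no effect and reference inhibitor wells for full effect; higher means more IMPase inhibition seen as more IP1 and lower FRET ratio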
Target sequence (P97697 whole entry, looked up): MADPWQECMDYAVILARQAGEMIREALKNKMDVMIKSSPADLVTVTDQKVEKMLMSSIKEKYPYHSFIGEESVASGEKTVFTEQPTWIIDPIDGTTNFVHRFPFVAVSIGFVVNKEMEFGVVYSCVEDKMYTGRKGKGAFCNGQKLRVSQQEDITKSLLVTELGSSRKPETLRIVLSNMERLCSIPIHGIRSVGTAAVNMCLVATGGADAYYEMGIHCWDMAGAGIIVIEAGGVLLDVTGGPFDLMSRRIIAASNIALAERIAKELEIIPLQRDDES
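The IP-One HTRF competitive assay in carbachol-stimulated CHO-M1 cells quantifies cellular IP1. Compounds spanned up to 46 uM final, and activity is expressed as AC50 from concentration-response fits of the ratio and donor data.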
ALOX12 inhib – 12-hLO (ALOX12) enzyme inhibition. 150,000 compounds, 0.12% hits. Potency, µM (series often up to 57.1 µM), inactives show at the highest dose activity change, negative = inhibition, hits mostly inhibitors. purified 12-hLO, xylenol orange hydroperoxide absorbance; also: potency is read from the fitted curve at half-maximal effect; nearly all actives have a fitted effect of over 55% in size; many of its hits are not listed in these tables
Target sequence (P18054 whole entry, looked up): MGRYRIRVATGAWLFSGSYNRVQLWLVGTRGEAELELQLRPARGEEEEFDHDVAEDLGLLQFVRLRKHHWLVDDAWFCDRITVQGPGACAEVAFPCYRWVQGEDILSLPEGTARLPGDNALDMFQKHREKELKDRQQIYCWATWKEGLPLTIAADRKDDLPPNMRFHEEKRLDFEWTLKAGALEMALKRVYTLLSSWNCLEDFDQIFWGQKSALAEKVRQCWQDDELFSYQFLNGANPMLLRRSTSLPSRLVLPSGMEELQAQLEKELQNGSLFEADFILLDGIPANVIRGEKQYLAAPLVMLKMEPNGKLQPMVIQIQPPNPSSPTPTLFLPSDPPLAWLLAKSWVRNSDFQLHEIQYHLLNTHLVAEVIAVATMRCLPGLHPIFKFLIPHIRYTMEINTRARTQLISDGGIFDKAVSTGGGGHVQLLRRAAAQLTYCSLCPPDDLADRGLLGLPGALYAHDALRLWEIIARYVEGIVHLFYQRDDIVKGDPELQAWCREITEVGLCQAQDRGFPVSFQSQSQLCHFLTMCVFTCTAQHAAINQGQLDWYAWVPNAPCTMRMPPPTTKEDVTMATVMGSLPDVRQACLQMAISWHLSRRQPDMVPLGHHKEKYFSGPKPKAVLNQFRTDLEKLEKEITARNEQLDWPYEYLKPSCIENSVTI
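Hydroperoxide output read as Fe(III)-xylenol orange absorbance, 573-to-405 nm ratio, after 30 min reaction with 40 uM arachidonic acid. Enzyme: 150 nM purified human 12hLO, 15 min compound preincubation; 25 mM Hepes pH 7.0, room temperature.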
ALOX15B inhib – inhibitors of human 15-lipoxygenase 2 (ALOX15B); O15296; purified 15hLO-2, xylenol orange hydroperoxide absorbance; Potency, µM (titrated, usually from 57.1 µM), for inactives: top-dose activity change, negative = inhibition, hits mostly inhibitors; 110,000 compounds, 0.56% hits; AID 881; also: potency is read from the fitted curve at half-maximal effect; nearly all actives have a fitted effect of over 60% in size; many of its hits are not listed in these tables
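Screening format was qHTS against 50 nM purified 15hLO-2 in Hepes pH 7.5 with detergent. Activity follows hydroperoxide formation from 45 uM arachidonic acid, measured as 573:405 nm absorbance ratio of the ferric-xylenol orange complex.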
PNC inhibitor – perinucleolar compartment assembly inhibition | PC3M PTB-GFP, PNC prevalence imaging, 16 h; active compounds read low | AID 2417 | activity change (PNC), negative = inhibition, % at 10 µM | 140,000 compounds, 3.1% hits;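 active = readout at or below -70, meaning at least 70% loss of cells showing the perinucleolar compartment, a nuclear body marking cancer cells; inconclusive = readout between -30 and a set limit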;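 also: plate controls were DMSO wells for no effect and camptothecin positive control wells for full effect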
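Compounds are pinned in duplicate onto adhered PC3M cells stably expressing GFP-tagged PTB and incubated 16 h at 37 C. Cells are then fixed, nuclei stained with Hoechst, and PNC-positive cells counted.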
Starred values were filed as active, the others as inactive; ? = inconclusive; / = no result given; [ ] = remark or other dose. Unless noted, calls follow the shape of the dose curve; as a rule, active = well fitted curve in the direction sought with a large enough effect; inconclusive = small, poorly fitted or top-dose-only effect, or another doubt; inactive = no such curve, though single readings can be large; an effect the other way counts as inactive or inconclusive. Unless noted, % is scaled to controls: 0 for no effect and ±100 for the full control effect.

smiles | IMPase cell inh | ALOX12 inhib | ALOX15B inhib | PNC inhibitor
CCOc1ccc(OCC)c(S(=O)(=O)NCCOC23CC4CC(CC(C4)C2)C3)c1 | / | -2% | / | ?
Cn1nc(C(F)(F)F)c(C(=O)Nc2ccc(Cl)cc2)c1Cl | 0 | -10% | 19% | ?
COc1cc(NC(=O)CN2C(=O)NC(C)(c3ccc4ccccc4c3)C2=O)c(C)cc1[N+](=O)[O-] (stereo unspecified) | / | -4% | / | 4
CCCCCCCC(=O)O[C@H](CC(=O)O)C[N+](C)(C)C | -3 | 0% | 16% | /
COc1ccccc1C(c1nnnn1C(C)(C)C)N1CCN(Cc2ccccc2)CC1 (stereo unspecified) | 1[0.0738 µM] | 2% | / | 11
CC(SCc1cn2cc(Cl)ccc2n1)C(=O)O (stereo unspecified) | 0 | -4% | -5% | ?
Cc1c(NC(=O)c2noc(C(C)C)c2[N+](=O)[O-])c(=O)n(-c2ccccc2)n1C | 6 | -2% | 1% | -1
CCOC(=O)C1CCN(C(c2cc3ccc(C)c(C)c3[nH]c2=O)c2nnnn2C2CCCCC2)CC1 (stereo unspecified) | 6 | -5% | 43%[activator] | 16
CC(=O)N/C(=N/c1nc(C)cc(C)n1)Nc1ccc(NC(C)=O)cc1 | -3 | -6% | -3% | 16
CCCNc1c(F)c(F)c2c(C)c3ccccc3nc2c1F | 1 | ? | -18% | 33
COCCSc1nnc(NC(=O)CSc2ccccc2)s1 | -3 | -3% | -10% | 19
C=CCn1c(=O)c(C(=O)Nc2cccnc2)c(O)c2ccccc21 | -5 | -12% | / | ?
COc1ccccc1CN1CCCC2(CCN(C(=O)c3cnccn3)CC2)C1 | / | 5% | -1% | /
COc1ccc(C2=NOC3(CC(=O)N(c4ccc(C)cc4)C3=O)C2)cc1 (stereo unspecified) | -3 | 0% | -1% | ?
Oc1cccc(NC(=S)Nc2cccnc2)c1 | / | 1% | / | -88*
CCOc1ccc(OCC)c(S(=O)(=O)N2CCCCC2)c1 | 6 | -3% | -2% | 13
COc1ccc(NC(=O)CC2C(=O)N(c3cccc(C)c3)C(=O)N2C2CCCCC2)cc1 (stereo unspecified) | 0 | 0% | -3% | ?
C=CCOc1c(Br)cc(CNc2ccc(NC(=O)C(C)C)c(OC)c2)cc1OCC | / | 1% | / | 33
COc1cc2c(cc1OC)C(=O)Cc1ccc3c(c1CN(C)CC2)OCO3 | 7 | -1% | 3% | /
CCOC(=O)/C(=C\Nc1ccc(OC(F)(F)F)cc1)Sc1ncc(C(F)(F)F)cc1Cl | -2 | 3% | 2% | ?
CCCCN1c2ccccc2N(CCCO)c2cc(C)nnc21 | 2 | 4% | 24% | 2
Cc1c(NC(C)c2cc(Cl)ccc2O)c(=O)n(-c2ccccc2)n1C (stereo unspecified) | 9 | -17% | -4% | -18
CC1SC(C)C(=O)N(CC(=O)NCc2ccc(F)cc2)C1=O (stereo unspecified) | -3 | 2% | / | ?
COC(=O)c1c(NS(=O)(=O)c2cccs2)sc2c1CCCC2 | -5 | -5% | -21% | ?
COc1ccc(NC(=O)NC2(C(=O)N3CCCCCC3)CCCCC2)cc1 | -11 | -1% | -3% | -26
CCN1C(=O)C(CC(=O)Nc2cccc(C(C)=O)c2)S/C1=N\c1ccccn1 (stereo unspecified) | / | 6% | / | ?
CC(C)C(=O)N1CCN(c2ccccc2N)CC1 | 8 | 8% | -12% | 19
N#Cc1ccc(NC(=O)C2CC(c3ccc(F)cc3)=NO2)cc1 (stereo unspecified) | ? | -8% | -6% | -27
COc1ccccc1N1CCSC1C(N)=O (stereo unspecified) | 4 | 8% | -15% | 37
O=C(NC1CCN(C(=O)N2CCOCC2)CC1)c1ccccc1 | -15 | 2% | 15% | -20

Sorted by the number under PNC inhibitor (rising): three of the compounds above
smiles | IMPase cell inh | ALOX12 inhib | ALOX15B inhib | PNC inhibitor
COc1cc(NC(=O)CN2C(=O)NC(C)(c3ccc4ccccc4c3)C2=O)c(C)cc1[N+](=O)[O-] (stereo unspecified) | / | -4% | / | 4
CCOC(=O)C1CCN(C(c2cc3ccc(C)c(C)c3[nH]c2=O)c2nnnn2C2CCCCC2)CC1 (stereo unspecified) | 6 | -5% | 43%[activator] | 16
C=CCOc1c(Br)cc(CNc2ccc(NC(=O)C(C)C)c(OC)c2)cc1OCC | / | 1% | / | 33

Next part:
smiles | IMPase cell inh | ALOX12 inhib | ALOX15B inhib | PNC inhibitor
Cc1cccc(-n2c(SCC(=O)NCc3ccco3)nc3ccccc3c2=O)c1 | 0 | 1% | -10% | -12
O=C(NC1CCCC1)C(c1ccc(N2CCOCC2)cc1)N(Cc1ccccc1)C(=O)c1ccco1 (stereo unspecified) | 8 | -5% | 2% | ?
O=c1c2c3c(sc2n2cnnc2n1C1CCCCC1)CCC3 | -4 | 1% | -8% | ?
CCN(CC(=O)Nc1ccc(OC)c(OC)c1)S(=O)(=O)c1ccc(C)cc1 | -6 | 1% | 1% | -4
CCOC(=O)Cc1csc(-n2sc3ccccc3c2=O)n1 | ? | 4.5µM* | 1.3µM* | 8
Cc1[nH]c2ccccc2c1/C=N/Nc1ccc([N+](=O)[O-])cc1S(=O)(=O)Nc1ccc(Cl)cc1 | 5 | -2% | -17% | -23
CCOc1ccc(CNC(=O)CCc2cn(Cc3ccccc3)c3ccccc23)cc1 | / | 4% | / | 40
CC1CN(Cc2nc3c(c(=O)n(C)c(=O)n3C)n2CC(O)CO)CC(C)O1 (stereo unspecified) | -1 | -1% | -3% | 18
c1csc(-c2ccnc3ncnn23)c1 | / | -2% | / | 22
CCOC(=O)c1sc2nc(CN3CCN(c4cccc(C(F)(F)F)c4)CC3)[nH]c(=O)c2c1C | 0 | 0% | / | 16
CCOC(=O)C1CCCN(S(=O)(=O)c2cc(OCC(N)=O)c(C)cc2Cl)C1 (stereo unspecified) | 14 | 1% | -8% | 2
COc1cc(C(C)=O)ccc1COc1ccc(C(=O)OCC(=O)NC(C)(C)C)cc1OC | -4 | -5% | / | -18
O=C1CCCCCN1CSc1nc2ccccc2s1 | 6 | -1% | -10% | -7
Cc1ccc(C2CC2C(=O)NNC(=S)Nc2cccc(C)c2)cc1 (stereo unspecified) | -1 | ? | / | ?
Cn1nnnc1SCc1nnc(-c2ccc(Cl)cc2)o1 | -1 | 5% | -4% | 22
CCCn1c(CC)nc([N+](=O)[O-])c1Sc1ccc(C)cc1 | ? | -16% | -5% | 10
CCCN1CCN(C(=O)c2ccc(Sc3ccc(C)cc3)c(NC(C)=O)c2)CC1 | -7 | -2% | 17% | -13
O=C(Nc1nc(-c2cc3ccccc3o2)cs1)c1ccc(S(=O)(=O)N2CCCC2)cc1 | / | -1% | / | 10
Cc1ccsc1C1Nc2ccccc2C(=O)N1O (stereo unspecified) | / | 4% | / | 32
c1cncc(CNc2nc(-c3ccoc3)nc3ccccc23)c1 | / | -1% | -2% | /
COC(=O)Cn1c(CN(Cc2ccccc2)Cc2ccccc2)nc2c1c(=O)[nH]c(=O)n2C | 1 | -1% | / | 27
Cn1c(C(=O)N2CCN(C(=O)c3ccco3)CC2)cc2c(=O)n(C)c3ccccc3c21 | 5 | -3% | -5% | -8
Cc1cc(-c2csc(NC(=O)c3ccc(C#N)cc3)n2)c(C)n1Cc1ccco1 | / | -2% | / | -15
O=C(O)C12CC3(C(=O)O)CC(C(=O)O)(CC(C(=O)O)(C1)C3=O)C2=O | / | 0%[11.4 µM] | -6%[11.4 µM] | /
Cc1cc(CCCCCCCCc2cc(C)cc(=O)o2)oc(=O)c1 | / | -1% | / | 41
Cc1ccc(-n2nnnc2SCC(=O)Nc2cccc(NC(=O)c3ccco3)c2)cc1C | -7 | -4% | 4% | -18
COc1ccc(-n2c(C)cc(=O)c3c2CC(C)(C)CC3=O)cc1 | -1 | -6% | 2% | 17
CCN(CC)c1ccc(/C=c2\sc3nnc(-c4ccccc4Cl)n3c2=O)cc1 | -2 | -5% | -5% | ?
Cn1c2ccc(F)cc2c2ncn(CCCN(CCO)CCO)c(=O)c21 | 3 | -6% | -3% | ?
CCOC(=O)C1CCCN(S(=O)(=O)c2ccc(C)cc2)C1 (stereo unspecified) | 2 | -1% | / | 132
COc1ccc(N(CC(=O)NN=C2CCCCCCC2)S(=O)(=O)c2ccccc2)cc1Cl | 4 | 1% | -3% | 33
COC(=O)c1sc(N)c(C(=O)OC)c1COC(=O)[C@@H](NS(=O)(=O)c1cccc(Cl)c1)C(C)C | / | -7% | / | 2
Cc1[nH]n(-c2nc(-c3cccc([N+](=O)[O-])c3)cs2)c(=O)c1C | / | 0% | / | 19
COc1ccc(C(=O)C[n+]2ccccc2/C=N/O)cc1 | / | -1% | / | -11
Cc1ccc(Cn2nc(C)c(NC(=O)C3CC3)c2C)cc1 | -5 | -1% | / | -2
O=C1c2ccccc2C(=O)N1CCc1nc2ccccc2c(=O)n1Cc1ccco1 | 10 | -6% | -7% | -23
Cn1c(=O)oc2cc(S(=O)(=O)Nc3ccc(Cl)cc3F)ccc21 | -16 | -10% | / | -11
O=C(Cc1cccc2ccccc12)N/N=C/c1ccc(F)cc1 | 4 | 5% | -12% | 33
CCOc1ccccc1NC(=O)c1cc(S(=O)(=O)N2CCC3(CC2)OCCO3)ccc1F | -8 | -5% | 10% | ?
CCN(CC)Cc1c(O)ccc2occ(C(=O)c3ccc(OC)cc3)c12 | 1 | -1% | / | 36
Cc1ccccc1CSCCNC(=O)CCSc1ccccc1 | -12 | -6% | -8% | 24
CN1C(=O)CC(NNC(=O)c2ccccc2)C1=O (stereo unspecified) | 4 | -2% | -5% | -24
COCCCn1c(C(C)C)nc2oc3cc(OC)ccc3c(=O)c2c1=O | ? | 4% | -1% | ?
CC(C)Oc1ccc(N2CC(C(=O)Nc3ccc(N4CCOCC4)cc3)CC2=O)cc1 (stereo unspecified) | 6 | -4% | / | 54
CC(C)c1ccc(S(=O)(=O)/N=C2/C=C(Sc3ncn[nH]3)C(=O)c3ccccc32)cc1 | ? | -27% | / | ?
O=C(c1n[nH]c2ccccc12)N1CCN(S(=O)(=O)c2ccc3ccccc3c2)CC1 | -4 | -11% | -10% | 2
COc1ccc(CN2CC(C(=O)NCC3CCCO3)CC2=O)cc1 (stereo unspecified) | -9 | 8% | 6% | 7
c1ccc(-c2nnc(-c3c[nH]c4ccccc34)nc2-c2ccccc2)cc1 | 10 | -1% | 17% | ?
COc1ccc(CCNC(=O)CCc2ccc(S(=O)(=O)NCC(C)C)cc2)cc1 | / | -2% | / | ?
NC(=O)Nc1ccc(Oc2c(F)c(F)c(F)c(F)c2F)cc1 | -1 | -1% | -1% | 0
CCSc1nc2ccc(N3C(=O)C4C5C=CC(C5)C4C3=O)cc2s1 (stereo unspecified) | -9 | 0% | / | 5
O=c1[nH]c2cc3c(cc2cc1C(c1nnnn1CC1CCCO1)N1CCCC1)OCO3 (stereo unspecified) | -7 | 4% | -3% | 12
O=C(CCCCn1c(=O)c2ccccc2n(CC(=O)Nc2ccccc2)c1=O)NCc1ccco1 | 9 | -1% | -13% | 33
CCn1nc(NC(=O)c2ccncc2)c2cc3cc(C)ccc3nc21 | 9 | -1% | / | 37
FC(F)(F)c1nnc2sc(-c3cccs3)nn12 | 8 | -1% | 1% | -16
O=C(c1ccncc1)c1ccc(N2CCN(C3CC(=O)N(Cc4ccccc4)C3=O)CC2)cc1 (stereo unspecified) | 5 | -1% | -1% | 22
O=C(CN1C(=O)NC2(CCCCCCC2)C1=O)NC(=O)NCc1ccco1 | 13 | -4% | -2% | ?
Cc1nn(-c2ccccc2)c(C)c1/C=N/N1CCN(Cc2ccccc2)CC1 | / | -2% | 36%[activator] | /
CCCC(=O)Nc1ccc(C(=O)Nc2cccc(OC)c2)cc1 | / | -4% | / | ?
O=C(CSc1nc2sc3c(c2c(=O)[nH]1)CCCC3)NCCO | -10 | -1% | / | -9
COc1ccc(OCC(=O)N/N=C(\C)c2cc3ccccc3o2)cc1 | / | -2% | / | 24
CCOC(=O)COc1ccc(C(=O)c2ccccc2)c(O)c1 | -1 | -3% | -3% | -30

The list is partial (hit frequency here may not be typical).
